Bioassay records: PubChem, Small Molecule Screening Facility, UW Madison
RMI FANCM FP: inhibitors of human RMI core complex binding to FANCM MM2; Fluorescence polarization, RMI core complex with F-MM2 peptide; active compounds read low; FP signal (polarization) at 33 µM; 0.58% of 70,000 active; AID 1159607; in the data active means FP signal below about 40; further: inactives centre near 61; strong numbers were not always called active; unit not given here
The depositor's hits bear a star; & = joins results of further samples. These rows are one share of the data; count on the stated rates, not on these rows.

molecule,RMI FANCM FP
COc1cc2c3cc1Oc1cc(ccc1O)O[C@H]1c4c(cc(OC)c(O)c4Oc4ccc(cc4)C[C@@H]3N(C)CC2)CCN1C,57
O=C(COc1ccc(S(=O)(=O)Nc2ccccc2)cc1Cl)c1ccccc1,57
O=C(O)CC1CSc2nc3c(cnn3-c3ccccc3)c(=O)n21 (stereo unspecified),70
C=CCn1c(=NC(=O)COc2ccc(Cl)cc2Cl)sc2cc(Br)ccc21,64
c1ccc(-c2cn3nc4c(nc3n2)[nH]c2ccccc24)cc1,67
COc1ccc(SCCC(=O)Nc2nc3c(C)cccc3s2)cc1,53
C/C(=N/OC(=O)c1ccc(C)cc1)c1csc2ccccc12,59
CC(=O)N1CCc2c(sc(NC(=O)c3cc(C)on3)c2C(N)=O)C1,56
CN(C)CCN(C(=O)/C=C/c1cccs1)c1nc2ccc(Br)cc2s1,66
CCOc1ccc(S(=O)(=O)NCc2ccsc2)cc1F,75
COC(=O)c1c(C)nn(C(=O)c2ccc(C)cc2)c1-c1cc(C)on1,54
O=C(NCCCn1nc(-c2ccco2)ccc1=O)Nc1ccccc1F,67
CCOC(=O)c1c(-c2ccc(C)o2)csc1NC(=O)CSc1ncnc2sc(C)c(C)c12,104
COc1cc([N+](=O)[O-])c(OC)cc1SCc1nnc(-c2ccccc2C)o1,62
Cc1cccc(NC(=O)C23CCC(C)(C2Br)C3(C)C)c1 (stereo unspecified),65
NCC1CCC(C(=O)O)CC1 (stereo unspecified),67&56
COC(=O)c1ccc(Cl)cc1NC(=O)C1=Cc2ccccc2OC1,63
O=C(CSc1nc2cccnc2s1)c1cccc([N+](=O)[O-])c1,53
CCn1ccc(C(=O)Nc2ccccc2F)n1,64
CC(OC(=O)c1cc2c(ccc3ccccc32)oc1=O)c1nc2ccccc2s1 (stereo unspecified),99
Cc1nc(-c2cccnc2)sc1-c1ccc(SCC(=O)Nc2ccc3c(c2)OCCO3)nn1,135
COc1ccc(OC)c(S(=O)(=O)Nc2ccc3c(c2)CN(S(=O)(=O)c2ccccc2)CC3)c1,76
CC(C)N1CC(COc2ccc(Br)cc2)OC1=O (stereo unspecified),54
COc1ccc(N2CC(CNC(=O)NCc3ccc(OC)c(OC)c3)CC2=O)cc1 (stereo unspecified),53
CCS(=O)(=O)Nc1cccc(-c2nc3cccnc3s2)c1,63
COc1ccc(S(=O)(=O)NCCc2nnc3ccc(SCc4cc(C)ccc4C)nn23)cc1,59
CNC(=O)c1c(NC(C)=O)sc2c1CCCCC2,70
COc1cccc(/C=N\NC(=O)c2nc(N)n[nH]2)c1OC,61
O=C(Nc1ccc(S(=O)(=O)Nc2ncccn2)cc1)c1csc2nc(-c3ccc(F)cc3)cn12,65
CN(C)CCCN1c2ccccc2Sc2ccc(C(F)(F)F)cc21,61&40
COC(=O)c1ccccc1NC(=S)Sc1ccc(Cl)cc1,55
Oc1ccccc1C=Nc1ccnn1-c1ccccc1,59
Cc1ccc2nc(N(Cc3cccnc3)C(=O)c3ccn(C)n3)sc2c1,64
COc1ccc(OCC2c3cc(OC)c(OC)cc3CCN2C(=O)Nc2ccc(Cl)cc2)cc1 (stereo unspecified),61
Cc1ccc(NC(=O)c2ccc(Br)cc2)cc1N1CCCCC1=O,53
CCOC(=O)c1ccsc1NC(=O)C1CC1,59
CC(C)S(=O)(=O)Nc1ccc2c(c1)N(C)C(=O)C(C)(C)CO2,69
CN(C)CCc1c[nH]c2ccc(C[C@H]3COC(=O)N3)cc12,58
COc1ccc(CCC(=O)NCCc2ccc(N(C)C)cc2)cc1,70
Cc1ccc(NC(=O)c2c(F)cccc2Cl)cc1NS(C)(=O)=O,59
O=S(=O)(c1ccccc1)c1ccc(S(=O)(=O)N2CCCCC2)s1,54
CC12CCC(C(=O)Nc3ccc(I)cc3)(C(Br)C1=O)C2(C)C (stereo unspecified),59
Cc1ccc2nc(NC(=O)CSc3cn(CCNC(=O)c4ccc(Cl)cc4Cl)c4ccccc34)sc2c1,82
CN(C)S(=O)(=O)c1ccc(C(=O)NCc2nnc(SCc3c(F)cccc3Cl)o2)cc1,60
CC1=C(C(=O)Nc2cccnc2)C(c2ccc([N+](=O)[O-])cc2)n2nc(SCc3ccccc3F)nc2N1 (stereo unspecified),70
COc1ccc(Cn2c(=O)c3nccnc3n(CC(=O)Nc3cc(C)ccc3OC)c2=O)cc1,70
CCCCNC(=O)N1CCC(C(=O)OC)CC1,62
COc1ccc(N2CCN(CC(O)COc3ccc(Cl)cc3C)CC2)cc1 (stereo unspecified),57
NS(=O)(=O)c1ccc(Sc2ccc(Cl)cc2)s1,54
COc1cc(=O)n(-c2ccc(C)cc2)nc1C(=O)N1CCC(C)CC1,71
CCOc1cc(-c2nnc(NC(=O)c3cc(Cl)sc3Cl)o2)cc(OCC)c1OCC,62
CCN1C(=O)c2cccc3c(NC(=O)c4ccccc4Br)ccc1c23,53
CN(C)CCCN(C(=O)c1ccno1)c1nc2c(Cl)cccc2s1,78
COc1ccc(N2CC(NC(=O)c3ccccc3Cl)CC2=O)cc1OC (stereo unspecified),51
CC(C)N1CCC(CNC(=O)COc2ccc3ccccc3c2)CC1,76
Clc1ccc(/C=N\Nc2ncnc3sccc23)cc1,81
CNC(=O)Cc1ccc(-n2c(=O)c3ccccc3n(Cc3cc(C=O)ccc3OC)c2=O)cc1,65
COc1ccc(CCNC(=O)c2sc3nc(-c4cccs4)cc(-c4ccc(F)cc4)c3c2N)cc1OC,-15
COc1cc(C2Sc3ccccc3N=C3c4ccccc4CCC32)cc(OC)c1OC (stereo unspecified),57
Cc1cc2c(c(=O)n1Cc1ccccc1)C(c1cccs1)C(C#N)=C(N)O2 (stereo unspecified),66

Additional records:
molecule,RMI FANCM FP
O=C(CSc1nnc(CCCN2C(=O)c3cccc4cccc(c34)C2=O)n1-c1ccccc1)c1ccc(F)cc1,54
Cc1nnc2ccc(N3CCN(C(=O)C(C)Oc4ccc5c(c4)OCO5)CC3)nn12 (stereo unspecified),69
CCCCc1ccc(NC(=O)/C=C2\SC(=O)NC2=O)cc1,71
O=C(CCn1cnc2c([nH]c3ccc(Br)cc32)c1=O)NCc1ccccc1,91
O=C(NCCn1nc(-c2cccnc2)ccc1=O)Nc1cccc(F)c1,64
CC(=O)Nc1sc2c(c1C#N)CCN(Cc1ccccc1)C2,45
O=C1CCCCCN1C(=O)c1ccccc1F,71
O=C(NCCN1CCCCCC1)c1cc(=O)[nH]c2ccc(S(=O)(=O)N3CCCCC3)cc12,56
CCOC(=O)c1cc(CC)sc1NC(=O)NC(=O)c1ccc([N+](=O)[O-])cc1,62
CN1CCCc2cc(CCNS(=O)(=O)c3cccs3)ccc21,56
Cc1ccccc1Cn1cc(S(=O)(=O)CC(=O)N2CCCCCC2)c2ccccc21,61
O=C(c1cc2cc(Br)ccc2oc1=O)N1CCc2ccccc2C1,70
CCOC(=O)CCC(=O)Nc1nnc2n1CCS2,58
O=C(Nc1ccccc1-c1nc2ccccc2[nH]1)C1CCCCC1,58
Cc1ccc(S(=O)(=O)N2CCN(c3ccc4nncn4n3)CC2)s1,66
CCc1ccc2ncc(C#N)c(N3CCC4(CC3)OCCO4)c2c1,62
CCOc1cccc2cc(-c3csc(NC(=O)c4ccn(CC)n4)n3)oc12,66
CCOC(=O)Cc1cnc(NN=C2C3CC4CC(C3)CC2C4)s1,53
COC(=O)Nc1ccc2c(c1)CC(=O)N2,69
Cc1ccc(S(=O)(=O)N2CCc3ccc(NC(=O)COc4cccc(C)c4)cc3C2)cc1,82
Cc1noc(C)c1C(=O)Nc1ccc2c(c1)OCCO2,57
CCO/C(C)=N/OC(=O)c1c(-c2c(F)cccc2Cl)noc1C,56
CN(C)CCCN(C(=O)c1ccno1)c1nc2c(F)cc(F)cc2s1,77
COc1ccc(NC(=O)Nc2c(C)nc3cc(C)ccn3c2=O)cc1OC,68
COC(=O)c1ccc(C(=O)N=c2sc3cc4c(cc3n2C)OCCO4)cc1,55
COc1cccc2cc(C(=O)Nc3nnc(-c4cc(C)nn4C)o3)oc12,67
O=C(NCc1ccco1)c1c[nH]c2ccccc2c1=O,59
O=[N+]([O-])c1ccc(N2CCN(Cc3ccccc3)CC2)c2ncccc12,56
Cc1sc2c(c1C)c(=O)nc1n2C(CSc2nc3sc4c(c3c(=O)[nH]2)CCCC4)CS1 (stereo unspecified),52
CC1CN(C(=O)c2ccc(N3C(=O)C4CCCCC4C3=O)cc2)CC(C)O1 (stereo unspecified),67

Compounds above with a cyano group (3):
molecule,RMI FANCM FP
Cc1cc2c(c(=O)n1Cc1ccccc1)C(c1cccs1)C(C#N)=C(N)O2 (stereo unspecified),66
CC(=O)Nc1sc2c(c1C#N)CCN(Cc1ccccc1)C2,45
CCc1ccc2ncc(C#N)c(N3CCC4(CC3)OCCO4)c2c1,62

Retrieved by compound from the entries so far:
molecule,RMI FANCM FP
CC1CN(C(=O)c2ccc(N3C(=O)C4CCCCC4C3=O)cc2)CC(C)O1 (stereo unspecified),67
O=C1CCCCCN1C(=O)c1ccccc1F,71
CN(C)CCCN(C(=O)c1ccno1)c1nc2c(F)cc(F)cc2s1,77
O=C(c1cc2cc(Br)ccc2oc1=O)N1CCc2ccccc2C1,70
Cc1ccccc1Cn1cc(S(=O)(=O)CC(=O)N2CCCCCC2)c2ccccc21,61
COC(=O)Nc1ccc2c(c1)CC(=O)N2,69

Other entries:
molecule,RMI FANCM FP
CC(=O)c1cccc(NC(=O)c2csc(Nc3ccc(S(C)(=O)=O)cc3)n2)c1,74
O=C(NC1CCCCC1)N1CCN(c2ccc(-c3ccco3)nn2)CC1,69
COc1ccc(Cn2cc[nH]c2=S)cc1,68
COc1ccc(SCC(=O)Nc2ccc3sccc3c2)cc1,69
CCCc1[nH]nc2c1C(c1ccc(OCc3ccc(Cl)cc3)c(OC)c1)C(C#N)=C(N)O2 (stereo unspecified),63
COC(=O)c1cccc2c1C(=O)c1ccccc1-2,54
O=C(CSc1nc2c(-c3ccccc3)c[nH]c2c(=O)n1C1CC1)Nc1ccc2c(c1)OCCO2,80
COc1ccccc1NC(=O)Cn1c2c(cc(C#N)c1=O)C(=O)CC(C)(C)C2,62
CC(C)C(=O)N1CCCc2cc(NC(=O)c3ccccc3C(F)(F)F)ccc21,57
COc1ccc(-c2csc(CN3CCN(C(=O)c4ccccc4Cl)CC3)n2)cc1,61
O=C(c1ccccc1)N1CCc2ccc(NS(=O)(=O)c3ccc(F)c(Cl)c3)cc2C1,65
NC(=S)Cc1c(Cl)sc2ccc(Cl)cc12,62
CCOC(=O)c1sc(NC(=O)c2ccc(C(=O)Nc3nc(C)c(C(=O)OCC)s3)s2)nc1C,35
CC(c1ccccc1)n1c(COc2ccc(Cl)cc2)nc2ccccc21 (stereo unspecified),61
COc1cc(S(=O)(=O)N2CCCC(C)C2)c(C)cc1Br (stereo unspecified),65
Cc1ccc(/C=C/C(=O)O)cc1S(=O)(=O)N1CCCc2ccccc21,59
O=C(OCC1C(COC(=O)c2ccc(Cl)cc2Cl)C1(Cl)Cl)c1ccc(Cl)cc1Cl (stereo unspecified),66
COC(=O)C1=C(C)NC2=C(C(=O)CC(c3ccc(F)cc3)C2)C1c1ccc(N(C)C)cc1Cl (stereo unspecified),59
COc1ccccc1CC(=O)N1CCN(c2cccc3[nH]ccc23)CC1,54
COc1cc2c(cc1OC)CN(C(=O)CSc1nc3sc4c(c3c(=O)n1-c1ccccc1)CCCCC4)CC2,75
N#Cc1ccccc1NC(=O)CSc1nccn2nc(-c3ccc(Cl)cc3)cc12,127
CS(=O)(=O)c1ccc(CC(=O)Nc2ccc(Cl)c3ncsc23)cc1,52
COc1ccc(-c2noc(-c3c(C)cc(C)n(CC(=O)Nc4cccc(Cl)c4C)c3=O)n2)cc1,130
O=C(NCC(c1ccsc1)N1CCc2ccccc2C1)C(=O)Nc1ccc2c(c1)OCCO2 (stereo unspecified),65
Cc1cc(NC(=O)CCS(=O)(=O)c2ccc(F)cc2)n(-c2nc3ccccc3s2)n1,100
CCO/C=C1/C(=O)N(c2cccc(Cl)c2)N=C1C,51
COc1cc(OC)cc(C(=O)Nc2nc(-c3ccccc3)c(-c3ccccc3)s2)c1,61
Cc1cc(-c2nnc(NC(=O)c3ccc4ccccc4c3)o2)nn1C,72
O=C(c1cccc(Cl)c1)N1CCN(c2ccc(-c3ccc4c(c3)OCO4)nn2)CC1,80
CC(C)CC(=O)Nc1ccc2c(c1)OCC(C)(C)C(=O)N2,66
CC(C)NCC(O)c1ccc(NS(C)(=O)=O)cc1 (stereo unspecified),54&54&60
O=C(NCc1ccc2c(c1)OCO2)c1cc2cc(Cl)cc(Cl)c2oc1=O,61
O=C(Nc1nc(-c2ccc3c(c2)OCCO3)cs1)c1coc2ccccc2c1=O,67
CNC(=O)CSc1nnc(C)c2cnn(-c3ccc(F)cc3)c12,63
CCN(CC)c1ccc(NC(=O)C2CCCCC2)c(N(CC)CC)n1,49
CC1=C(C(=O)Nc2ccccc2C)C(c2cccs2)n2nc(SCc3ccccc3F)nc2N1 (stereo unspecified),78
COc1ccc(/C=N\Nc2nc(-c3cccs3)cs2)cc1,61
CC(=O)[C@H]1CC[C@H]2[C@@H]3C=CC4=CC(=O)CC[C@@]4(C)[C@@H]3CC[C@]12C,54
CC(=O)Nc1ccc(OCC(O)CN2CCN(c3ccccc3F)CC2)cc1 (stereo unspecified),66
Nc1ncnc2c1ncn2[C@@H]1O[C@H](CO)[C@H](O)C1O (stereo partly specified),55
NC(=O)C1CCN(c2ncnc3nc[nH]c23)CC1,62
N#Cc1cccnc1N1CCN(C(=O)c2ccco2)CC1,55
